mHTT-CaM PPI inh: mHTT-calmodulin interaction abrogation; inhibition, % at 15 µM; P42858; AlphaScreen His-mHTT/GST-CaM binding, luminescence; AID 1671202; hit rate 3.6% among 190,000;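 also: 0% = both proteins with DMSO and 100% = one protein alone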
Pf apPOL inh: Pf-apPOL DNA polymerase inhibition; Recombinant Pf-apPOL, molecular beacon fluorescence, 1.5 h; AID 1794808; hit rate 0.25% among 210,000; inhibition, % at 10 µM
An asterisk follows results filed as active; nt = no result given; & = joins results of further samples. Rule as the data show it: active = inhibition above about 50%; inactive = the rest.

SMILES	mHTT-CaM PPI inh	Pf apPOL inh
O=S(=O)(c1ccc(Cl)cc1)N1CCSC1c1ccccc1 (stereo not drawn)	-11	-1
CCn1cc(CC(=O)N2CCOCC2)c2cccnc21	-14	1
COc1ccc(N=C2SCC(=O)N2Cc2ccccc2)cc1	-20	-1
Cc1nc(C2CCCCN2Cc2cccc(C#N)c2)no1 (stereo not drawn)	-3	-1
Cc1oc(C(=O)O)cc1CSc1ccccc1C(=O)O	3	6
O=C(Nc1ccc2c(c1)OCO2)C1CC(c2cccc(Br)c2)=NO1 (stereo not drawn)	-7	1
O=C(COc1ccccc1)Nc1nc(-c2ccccc2)cs1	6	-9
CCCNS(=O)(=O)c1nc2nc(C)cc(C)n2n1	-2	-10
Cc1cc(NS(=O)(=O)c2c(C)n[nH]c2C)ccc1Br	2	-2
O=C(Nc1nc(-c2cccs2)cs1)c1ccc(S(=O)(=O)N2CCCCC2)cc1	8	4
NC(=O)CN1C(=O)C(O)(CC(=O)c2ccc([N+](=O)[O-])cc2)c2ccccc21 (stereo not drawn)	-2	-8
COc1ccc(C2=N/C(=C\C=C\c3ccccc3OC)C(=O)O2)cc1	48	-4
CC1(C)CC(=O)C2=C(C1)OC(N)=C(C#N)C2(C)C	-1	-2
Cc1ccc(NC(=O)CN(C)S(=O)(=O)c2ccc3[nH]c4c(c3c2)CCCC4)c(C)c1	47	-2
Cc1noc(-c2nn(C)c3c2CN(C(=O)CC2CCCC2)CC3)n1	-10	-3
Cc1ccccc1CSCCNC(=O)c1ccc([N+](=O)[O-])cc1	13	5
Cn1ncc(N2CCCC(C(=O)N3CCN(c4ncccn4)CC3)C2)cc1=O (stereo not drawn)	3	-4
CCOc1cccc(-c2nc(C(=O)Nc3ccccc3F)cs2)c1	-16	-3
O=C(c1cccc(F)c1)N1CCC2(CC1)CN(Cc1cccnc1)CC2CO (stereo not drawn)	12	1
COc1cc(C(=O)N2N=C(c3ccccc3)CC2c2ccc(N(C)C)cc2)cc(OC)c1OC (stereo not drawn)	97*	-1
CCOc1ccccc1C(=O)N1CCCC(C)(C(=O)NCc2ccccc2C)C1 (stereo not drawn)	15	2
CN1CCC(N2CCN(C(=O)c3ccc(N4CCNC(c5ccccc5)C4)nc3)CC2)CC1 (stereo not drawn)	8	2
O=C(O)C1CCC(c2ccc(Cl)cc2)CC1 (stereo not drawn)	nt	-22
CC(=O)Nc1ccc(Nc2ncc([N+](=O)[O-])cc2[N+](=O)[O-])cc1	8	7
Cc1ccc(C)c(N2CCN(c3ncnc4c3nc3n4CCCC3)CC2)c1	19	-3
CN(CC(=O)Nc1cccc(C(F)(F)F)c1)S(=O)(=O)c1ccc(Br)s1	-17	-5
Cn1nc(C(=O)Nc2ccccc2Cl)cc1C(=O)Nc1ccccc1Cl	0	-2
CC12CCC3c4ccc(O)cc4CCC3C1CC(=Cc1ccc(Cl)cc1)C2O (stereo not drawn)	100*	-9
COc1cccc(CC(=O)N2CCC(c3cc(N)on3)CC2)c1	-8	1
O=c1c2cc(O)c(O)cc2oc2cc(O)c(C3OC(CO)C(O)C(O)C3O)c(O)c12 (stereo not drawn)	nt	21
C=C[C@H](CC(C)C)N(Cc1ccccc1)S(=O)(=O)N(Cc1ccc(OC)cc1)[C@H](C=C)CC(C)C	-16	-1
CCCc1nn(-c2ccc(Cl)c(Cl)c2)c(C(C)C)c1C(=O)N1CCOCC1	62*	0
CCn1c(SC)nnc1-c1nn(C)c2c1CN(C(=O)c1ccccc1Cl)CC2	3	-7
Cc1ccnc(N2CCC(C(=O)NCc3ccc(F)cc3)CC2)n1	-6	-9
Cc1ccc(Cn2ccnc2C(=O)N2CCN(C)CC2)cc1	-2	-3
O=C(Nc1cnc(N2CCCCC2)nc1)c1ccc(Cl)s1	-2	-6
Oc1cnc2ccccc2c1CN1CCOCC1	3	7
CCN(C(=O)c1cc(Cl)ccc1OC)c1ccccc1C	-4	-10
O=S(=O)(c1ccc2nncn2c1)N(Cc1ccc(F)cc1)c1ccccc1	5	-2
Cc1ccc(NC(=O)COc2ccc(Cl)c(C)c2)c(Br)c1	-5	-1

Exported with two lines to a compound: 15 of the compounds above.
Values in the order – mHTT-CaM PPI inh	Pf apPOL inh
- CN(CC(=O)Nc1cccc(C(F)(F)F)c1)S(=O)(=O)c1ccc(Br)s1
→ -17	-5
- Cn1nc(C(=O)Nc2ccccc2Cl)cc1C(=O)Nc1ccccc1Cl
→ 0	-2
- CC12CCC3c4ccc(O)cc4CCC3C1CC(=Cc1ccc(Cl)cc1)C2O (stereo not drawn)
→ 100*	-9
- COc1cccc(CC(=O)N2CCC(c3cc(N)on3)CC2)c1
→ -8	1
- O=c1c2cc(O)c(O)cc2oc2cc(O)c(C3OC(CO)C(O)C(O)C3O)c(O)c12 (stereo not drawn)
→ nt	21
- C=C[C@H](CC(C)C)N(Cc1ccccc1)S(=O)(=O)N(Cc1ccc(OC)cc1)[C@H](C=C)CC(C)C
→ -16	-1
- CCCc1nn(-c2ccc(Cl)c(Cl)c2)c(C(C)C)c1C(=O)N1CCOCC1
→ 62*	0
- CCn1c(SC)nnc1-c1nn(C)c2c1CN(C(=O)c1ccccc1Cl)CC2
→ 3	-7
- Cc1ccnc(N2CCC(C(=O)NCc3ccc(F)cc3)CC2)n1
→ -6	-9
- Cc1ccc(Cn2ccnc2C(=O)N2CCN(C)CC2)cc1
→ -2	-3
- O=C(Nc1cnc(N2CCCCC2)nc1)c1ccc(Cl)s1
→ -2	-6
- Oc1cnc2ccccc2c1CN1CCOCC1
→ 3	7
- CCN(C(=O)c1cc(Cl)ccc1OC)c1ccccc1C
→ -4	-10
- O=S(=O)(c1ccc2nncn2c1)N(Cc1ccc(F)cc1)c1ccccc1
→ 5	-2
- Cc1ccc(NC(=O)COc2ccc(Cl)c(C)c2)c(Br)c1
→ -5	-1

More compounds follow.
SMILES	mHTT-CaM PPI inh	Pf apPOL inh
O=C1CCSc2ccc(Cl)cc21	nt	1&5
N#CC1=C(O)N(CCc2ccccc2)C(=O)C([n+]2ccccc2)C1c1ccc([N+](=O)[O-])cc1 (stereo not drawn)	47	-1
CC(C)C(NS(=O)(=O)c1ccc(Cl)cc1)C(=O)NN (stereo not drawn)	1	0
CCOc1ccc(-c2cn3ccn(-c4ccc(C)c(Cl)c4)c(=O)c3n2)cc1	-5	1
O=C(NCCc1ccccc1)c1ccc2c(c1)OCO2	0	-2
CC(=O)Nc1ccc(N2C(=O)CSC2c2ccc(C(C)C)cc2)cc1 (stereo not drawn)	20	4
COc1ccc(C2C(C(=O)Nc3ccc(C)cc3Br)c3ccccc3C(=O)N2C)cc1 (stereo not drawn)	10	-4
O=C(COc1cc(Cl)ccc1Cl)Nc1ccccc1C(F)(F)F	-10	-6
Cc1ccc(CCN2CC(C(=O)NC3CCCC(C)C3C)CC2=O)cc1 (stereo not drawn)	13	-19
CCCOC(=O)c1ccc(Oc2c(C(F)(F)F)oc3c(CN(C)C)c(O)ccc3c2=O)cc1	-4	-11
CC1=CC(=NC(=O)c2ccc([N+](=O)[O-])cc2)C=C(C)C1=O	4	0
Cc1ccc(NC(=O)Cn2nnnc2-c2nonc2N)c(C)c1	0	-6
Cc1cc(O)c2c(c1)OC(=Cc1ccncc1)C2=O	6	4
Cc1ccc(NC(=O)c2cccnc2-c2cccs2)cc1C	0	3
COc1ccc(/C=C2/C(=O)N(c3ccc(Cl)c(Cl)c3)N=C2C)cc1OC	19	-2
COc1ccc(CC(=O)Nc2ccc(CC(=O)NC3CC3)cc2)cc1OC	-3	-4
CC(=O)c1sc(N)c(C#N)c1C	9	nt
Oc1c(Cl)cc(Cl)cc1C=Nc1nccs1	13	0
N#CC(C#N)=CNc1ccc(F)c(Cl)c1	-4	nt
O=C1CSC(=NCNc2ccccc2[N+](=O)[O-])N1CNc1ccccc1[N+](=O)[O-]	-3	-6
COc1cc2c(cc1OC)C(C)N(C(=O)c1cc(C)on1)CC2 (stereo not drawn)	nt	-2
O=C1NC(=S)N/C1=C/c1ccc(-c2ccc3c(c2)C(=O)NC3=O)o1	55*	nt
CC(=O)N1c2ccccc2NC2=C(C(=O)CC(C)(C)C2)C1c1ccccn1 (stereo not drawn)	-3	-2
O=C(NCCc1ccsc1)c1ccccc1Br	-1	-1
COc1nccnc1N1CCC(NC(=O)c2ccc(C)nc2)C1 (stereo not drawn)	0	0
COc1cccc(C2(C)C(C#N)C(=O)NC(=O)C2C#N)c1 (stereo not drawn)	nt	-4
O=C(c1ncn[nH]1)N1CCN(Cc2ccccc2)CC1	90*	-8
COC(=O)c1ccccc1S(=O)(=O)N1CCC(c2noc(-c3ccccc3)n2)CC1	-4	-3
NS(=O)(=O)c1cccc(NC(=O)c2ccc(OCc3ccccc3)cc2)c1	19	0
COc1ccc2nc(NC(=O)C3(S(=O)(=O)c4ccc(Cl)cc4)CC3)sc2c1	12	10
O=c1[nH]c(=Cc2ccc(OC(F)(F)F)cc2)c(=O)[nH]c1=Cc1ccc(OC(F)(F)F)cc1	nt	-3
CC1=C(C(=O)Nc2ccc(F)cc2F)C2(CCCCCC2)OC1=O	-7	-2
O=C(O)CCCN1C(=O)C(=O)C(=C(O)c2ccccc2)C1c1ccccc1Cl (stereo not drawn)	-5	-2
Cc1c(-c2nc(-c3ccc(C(F)(F)F)cc3)no2)n(C)oc1=O	nt	-4
CCCNC(=O)C1(O)c2ccccc2NC(=O)N1c1ccc(OCC)cc1 (stereo not drawn)	-5	-2
Cc1ccc(/C=C/C(=O)Nc2ncc(Cc3ccc(F)cc3)s2)o1	-1	2
COc1ccc(Cc2c(O)nc(SCC(=O)NC34CC5CC(CC(C5)C3)C4)[nH]c2=O)cc1	8	-5
CC1=C(C(=O)Nc2cccc(F)c2)C(c2ccc3c(c2)OCO3)C2=C(CCCC2=O)N1 (stereo not drawn)	12	-4
Cc1ccc(C)c(S(=O)(=O)N2CCc3c(c(-c4nc(-c5ccccc5)no4)nn3C)C2)c1	-2	-4
O=C1Nc2ccc(Br)cc2/C1=C/c1cccs1	58*	1
CCC(=Nc1ccccc1O)C1=C(O)CC(C)(C)CC1=O	5	-1
Cn1cnc(S(=O)(=O)N(Cc2ccccc2)Cc2ccccc2N2CCC(C(=O)O)CC2)c1	nt	-14
COc1ccccc1CNC(=O)c1ccccc1I	1	0
CN1C(=O)CCc2cc(NC(=O)C3c4ccccc4Oc4ccccc43)ccc21	-14	-8
O=C(NCCc1ccncc1)C(F)(F)F	nt	0
Cn1c(=N)n(CCOc2ccc(F)cc2)c2ccccc21	14	-11
CCOC(=O)N1CCN(CC(O)COc2cc(C)c(Cl)c(C)c2)CC1 (stereo not drawn)	22	0
O=C(Cc1ccccc1)c1ccc(Br)cc1	nt	-6&-7
COCCN1COc2ccc3c(=O)c(Oc4ccc(C(=O)OC)cc4)c(C(F)(F)F)oc3c2C1	12	1
Cc1cccc(N2CCN(C(=O)/C=C3\Sc4ccccc4NC3=O)CC2)c1C	31	-3
Cc1ccc(-c2nc(N3CCOCC3)c3ccccc3n2)cc1	-4	-4
Cc1ccc(NC(=O)c2cc(S(=O)(=O)NCc3ccc(F)cc3)ccc2F)cc1	2	33
O=C(NC1CC1)C1CCN(C(=O)Nc2cccs2)CC1	15	-4
COc1ccc(-c2nn(C)c(=O)c3ccccc23)cc1NC(=O)c1ccccc1OC	5	0
Cc1cc(C)c(S(=O)(=O)Nc2cccc(C(F)(F)F)c2)c(C)c1	41	5
CNC(=O)N1CCCC(c2cccc(C(=O)NCc3cccc(F)c3)c2)C1 (stereo not drawn)	1	-4
Cc1ccc(/C=C2\N=C(c3ccc([N+](=O)[O-])cc3)OC2=O)o1	2	-1
O=C(c1csc(-c2ccc(N3CCCC3)nc2)n1)N1CCCCC1	4	-4
Cc1ccc(-n2nc3c(c2NC(=O)c2cc4ccccc4oc2=O)CS(=O)(=O)C3)cc1	4	-2
CCCC12CN3CC(C)(CN(C1)C3c1ccc(O)cc1)C2=O (stereo not drawn)	-3	12
(list continues)
SMILES	mHTT-CaM PPI inh	Pf apPOL inh
O=C(NCc1ccc(C(F)(F)F)cc1)C1CCN(c2nnc3ccc(Cl)cn23)CC1	-3	-1
CC(=O)Nc1ccc(NC(=O)c2ccc(Cl)cc2Cl)c(Cl)c1	9	-9
O=C(CN1C(=O)c2ccccc2C1=O)Nc1nc(-c2ccc(Br)cc2)cs1	3	-1
Cn1ncc2c(NCCC3=CCCCC3)ncnc21	-7	-62
CCC(=O)NCCc1csc(C2CCN(C(=O)c3cccc(Cl)c3)CC2)n1	13	-2
O=C(NC1CCN(Cc2ccccc2)CC1)c1ccccc1Cl	-21	3
CCC(C)NC(=O)c1ccc(-c2nc3ccccc3n(CC(C)C)c2=O)cc1 (stereo not drawn)	1	-7
CC1(C)Cc2[nH]c(=O)c(C(=O)O)cc2CO1	3	-6
Cc1nc(-c2cccnc2)nc2c1CCC(=O)N2Cc1cccs1	3	-6
CNC(=S)N1CCCN(c2ccc(C#N)cn2)CC1	nt	4&-4
O=C(c1cccnc1)N1CCCCC1c1nncn1CC1CC1 (stereo not drawn)	-4	-4
COc1ccc(CC(=O)N2CCCC2COc2ccc(C(=O)N3CCCC3)cc2)cc1 (stereo not drawn)	10	2
CN(CC(=O)N1N=C(c2ccc(F)cc2)CC1c1ccccc1)C(=O)C1CCC1 (stereo not drawn)	41	3
Cc1ccc(C2CC=CCC2[N+](=O)[O-])cc1 (stereo not drawn)	nt	-3
CCc1cccc(NC(=O)CCS(=O)(=O)c2ccc(Br)s2)c1	-6	-18
Cc1ccc(C2CN(S(=O)(=O)c3ccc(F)cc3F)CCN2C)cc1 (stereo not drawn)	-6	2
CCOc1ccc(CC(=O)N2CCc3[nH]ncc3C2)cc1	13	-5
Cc1ccc(C)c(N2CCN(C(=O)NC(C)(C)C)C(C)C2=O)c1 (stereo not drawn)	3	-4
O=C(Nc1ccccc1F)c1cnccn1	2	2
Cc1ccc(N2CCC(C(=O)NCCN(C)C)C2=O)cc1Cl (stereo not drawn)	12	-3
COc1cc(NC(=O)N2CCc3c(nc4cc(-c5ccccc5)[nH]n4c3=O)C2)cc(OC)c1	15	2
COc1ccc(C2C3=C(CC(C)(C)CC3=O)OC3=C2C(=O)CC(C)(C)C3)cc1OC	-3	2
CCCn1cc2c3c(cccc31)CN(C(=O)c1ccsc1)CC2	39	5
CSc1ccccc1NC(=O)C(C)(C)Oc1ccc(Cl)cc1	-61	-3

Screens (PubChem)
